L3MBTL1 inh – qHTS Assay for the Inhibitors of L3MBTL1; Potency, µM (titrated, usually from 57.1 µM), inactives show top-dose activity, negative = inhibition, usual class: inhibitors; AlphaScreen L3MBTL1–H3K9me1 peptide binding; 230,000 tested, 0.66% active; AID 485360, 2010; active = well fitted inhibition curve with a large enough effect; inconclusive = small, poorly fitted or top-dose-only effect; inactive = no such curve, though single readings can be large or run the other way; note: nearly all actives have a fitted effect of over 60% in size
Target sequence (Q9Y468 whole entry, looked up): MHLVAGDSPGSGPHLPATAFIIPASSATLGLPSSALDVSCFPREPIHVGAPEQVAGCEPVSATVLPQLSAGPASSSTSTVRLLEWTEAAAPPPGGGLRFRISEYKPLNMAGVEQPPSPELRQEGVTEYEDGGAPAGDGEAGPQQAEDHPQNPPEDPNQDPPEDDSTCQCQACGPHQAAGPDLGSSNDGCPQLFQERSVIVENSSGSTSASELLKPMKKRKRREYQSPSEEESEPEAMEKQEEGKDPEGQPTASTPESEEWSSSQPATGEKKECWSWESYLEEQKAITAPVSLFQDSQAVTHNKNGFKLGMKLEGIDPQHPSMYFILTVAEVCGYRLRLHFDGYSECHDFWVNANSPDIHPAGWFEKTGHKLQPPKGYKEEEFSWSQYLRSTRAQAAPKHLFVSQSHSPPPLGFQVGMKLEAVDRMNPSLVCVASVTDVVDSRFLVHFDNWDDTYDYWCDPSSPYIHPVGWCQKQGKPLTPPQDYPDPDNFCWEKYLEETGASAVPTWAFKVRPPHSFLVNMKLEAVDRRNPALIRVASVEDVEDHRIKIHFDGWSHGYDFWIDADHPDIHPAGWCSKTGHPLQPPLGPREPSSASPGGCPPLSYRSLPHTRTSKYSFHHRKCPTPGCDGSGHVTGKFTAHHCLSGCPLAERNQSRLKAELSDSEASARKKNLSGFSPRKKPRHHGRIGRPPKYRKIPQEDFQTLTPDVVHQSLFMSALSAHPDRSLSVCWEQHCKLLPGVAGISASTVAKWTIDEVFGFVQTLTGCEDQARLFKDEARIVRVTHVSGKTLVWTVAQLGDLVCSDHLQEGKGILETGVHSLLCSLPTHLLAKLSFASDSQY
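L3MBTL1 (50 nM) pre-complexed 30 min with biotinylated H3(1-15)K9me1 peptide (75 nM), then compounds added for 30 min at room temperature; AlphaScreen streptavidin donor/nickel chelate acceptor beads (10 ug/mL final) read after 30 min dark incubation.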
* = called active by the depositor; u = inconclusive; [ ] = remark or other dose. % is set by controls: 0 for no effect and ±100 for the full control effect; potency is the fitted concentration of half-maximal effect. This is a subset; count on the stated rates, not on these rows.

SMILES	L3MBTL1 inh
O=C(c1cn(-c2ccccc2)nc1-c1cccnc1)N1CCN(S(=O)(=O)c2cccc(F)c2)CC1	6%
Cc1cc(C(=O)Nc2ccc(C)c(S(=O)(=O)N3CCOCC3)c2)c2ccccc2n1	-3%
CCCCCCN(C(=O)CCCN1C(=O)NC(c2ccc([N+](=O)[O-])cc2)C(C(=O)OCc2ccccc2)=C1C)C(C)C(=O)NCCCC (stereo not drawn)	-10%
C=CCn1c(SCC(=O)Nc2ccc(C(=O)O)cc2)nc2sc(C)c(C)c2c1=O	-4%
CCCc1cc(=O)[nH]c(SCC(=O)NC2CCCCCCC2)n1	12%
CCOCCCNC(=S)N(CCN(CC)CC)Cc1cc2cc3c(cc2[nH]c1=O)OCCO3	-6%
Cc1c(NC(=O)c2cccc(NC(=O)Cc3ccccc3F)c2)c(=O)n(-c2ccccc2)n1C	-3%
Cc1cc(S(=O)(=O)Nc2nc(CN3CCOCC3)nc3sc4c(c23)CCC4)cc(C)c1C	u
Cn1c(-c2ccsc2)c(-c2cccs2)c2cc(Br)ccc21	14%
O=S(=O)(c1ccccc1F)N1CCN(Cc2cc3c(cc2Br)OCCO3)CC1	-6%
CC(CCc1ccccc1)NC(=O)c1ccc(F)cc1 (stereo not drawn)	7%
CCOC(=O)N1CCN(C(=O)COC(=O)COc2c(C)cc(C)cc2C)CC1	8%
CCOC(=O)[C@@H]1[C@H]2COc3cc(OC)ccc3[C@H]2N2C(=O)N(c3cccc(Cl)c3)C(=O)[C@]12C	-4%
Cc1noc(C)c1COc1ccc(C(=O)NNC(=O)c2ccccc2O)cc1	1%
C[C@H](CO)N1C[C@H](C)[C@@H](CN(C)S(=O)(=O)c2ccccc2)Oc2ccc(NC(=O)CCC(F)(F)F)cc2C1=O	2%
Cc1ccc(NC(=O)CO/N=C(\N)c2ccccc2)cc1C	5%
COc1ccc(NS(=O)(=O)c2ccc(C)c(C(=O)NCC(c3ccco3)N(C)C)c2)cc1 (stereo not drawn)	-2%
CC(=O)c1cccc(NCC(=O)N2CCN(S(=O)(=O)c3ccccc3)CC2)c1	4%
CCOC(=O)[C@@H]1[C@H]2COc3cc(OC)ccc3[C@@H]2N2C(=O)N(c3ccc(F)cc3)C(=O)[C@@]12C	2%
O=C(COC(=O)/C=C/c1cccc(Br)c1)NC1CCCCCC1	8%
CN(Cc1ccccc1)C1(CNC(=O)CCC(F)(F)F)Cc2ccccc2C1	-3%
Cc1cccc(NC(=S)N2CCN(c3ccccc3F)CC2)c1C	0%
CC(C)(C)OC(=O)C[C@H]1C/C=C\C[C@@H](CC(=O)N[C@H](CO)Cc2ccccc2)C(=O)NC[C@H](c2ccccc2)OC1=O	-3%
CCNS(=O)(=O)c1ccc(CCC(=O)N2CCN(Cc3ccccc3)CC2)cc1	2%
CCCOC(=O)Cn1cnc2scc(-c3ccc(OC)cc3)c2c1=O	-7%

Quoted from the results shown for reference:
SMILES	L3MBTL1 inh
O=C(COC(=O)/C=C/c1cccc(Br)c1)NC1CCCCCC1	8%
CN(Cc1ccccc1)C1(CNC(=O)CCC(F)(F)F)Cc2ccccc2C1	-3%
Cc1cccc(NC(=S)N2CCN(c3ccccc3F)CC2)c1C	0%
CC(C)(C)OC(=O)C[C@H]1C/C=C\C[C@@H](CC(=O)N[C@H](CO)Cc2ccccc2)C(=O)NC[C@H](c2ccccc2)OC1=O	-3%
CCNS(=O)(=O)c1ccc(CCC(=O)N2CCN(Cc3ccccc3)CC2)cc1	2%
CCCOC(=O)Cn1cnc2scc(-c3ccc(OC)cc3)c2c1=O	-7%

Back to the main list with the 2 entries that preceded the break.
SMILES	L3MBTL1 inh
CCNS(=O)(=O)c1ccc(CCC(=O)N2CCN(Cc3ccccc3)CC2)cc1	2%
CCCOC(=O)Cn1cnc2scc(-c3ccc(OC)cc3)c2c1=O	-7%
COc1ccccc1OCCNC(=O)CCNC(=O)c1ccccc1OC	-3%
Cc1ccccc1C(=O)NC(=S)NCc1ccccc1	-6%[2.29 µM]
Cc1ccsc1C(=O)OCC(=O)N(Cc1ccccc1)C(C)C	4%
CCc1nc2c(s1)CCc1onc(-c3ccc(Cl)cc3)c1-2	16%
NS(=O)(=O)OCC1CCCCC1	10%
Cc1ccc(S(=O)(=O)N2CCN(C(=O)CCc3nc4ccccc4c(=O)[nH]3)CC2)c(C)c1	-10%
O=C(Cc1ccc(Cl)cc1)Nc1cccc(S(=O)(=O)N2CCCCC2)c1	3%
O=C(CSc1ncccn1)N1CCCCCC1	1%
CC(C)(CNCc1ccccc1)NS(=O)(=O)c1ccc(Cl)cc1	10%
Cc1ccc(CNC(=O)[C@@H](NC(=O)C2CCN(C(=O)[C@@H](N)CC(C)C)CC2)C(C)C)cc1	-6%
CN(CC(=O)Nc1ccc(F)c(F)c1F)C(=O)C1CC(=O)N(c2ccc3c(c2)OCCO3)C1 (stereo not drawn)	4%
COc1cccc(NC(=O)C2CCCN(S(C)(=O)=O)C2)c1 (stereo not drawn)	3%
O=c1c2ccccc2ncn1Cc1ccc(Cl)c(Cl)c1	-6%
COC(=O)c1ccc(NC(=O)COC(=O)C2=NN(c3ccccc3)C(=O)CC2)cc1	3%
O=C(Nc1ccc(Cl)cc1Cl)c1ccc2c(=O)n3c(nc2c1)CCC3	5%
CCN(c1ccccc1)S(=O)(=O)c1cc(C(=O)NCC(c2ccco2)N2CCCCC2)ccc1C (stereo not drawn)	-1%
Cc1cc(SCC(=O)NC2CC2)nc2ccccc12	3%
CCN(CC(=O)Nc1ccc(OC)cc1)CC(=O)Nc1sc2c(c1C(=O)OC)CCCC2	-8%
O=C(COc1coc(CN2CCc3ccccc32)cc1=O)Nc1ccccc1	0%
Cc1ccc(CN2CC(C(=O)NCC(=O)Nc3c(C)cccc3C)CC2=O)cc1 (stereo not drawn)	33%[activator]
O=C(N/N=C/c1c(Cl)cccc1Cl)c1ccc(-n2cnnn2)cc1	-3%
COC(=O)C1=C(C)N(CC2CC2)C(=NCc2cccc(C(F)(F)F)c2)N[C@H]1c1ccccc1	11%
O=C(Nc1cccc(Cl)c1)NC1CCN(C2CCCCC2)C1 (stereo not drawn)	-3%[2.29 µM]
Cc1ccc(NC(=O)Cc2c(F)cccc2Cl)cc1S(=O)(=O)N1CCOCC1	1%
Cc1ccc(Sc2ccc(S(=O)(=O)Nc3ccc(C(=O)O)cc3)cc2)cc1C	-3%

(further entries)
SMILES	L3MBTL1 inh
COC(=O)[C@@]1(C)[C@H]2C(=O)N(C)C(=O)[C@H]2[C@H]2CN(C)C(=NC3CCCCC3)N21	4%
CCOc1ccc(OCC(=O)OC(C)C(=O)Nc2ccc(Cl)cn2)cc1 (stereo not drawn)	1%
Cc1ccc(S(=O)(=O)N2[C@@H](c3cccc(Cl)c3)C(C(=O)O)=CC[C@H]2c2ccc(Cl)c(Cl)c2)cc1	-2%
Cc1ccc2oc(C(=O)N3CCN(CC(=O)NC(C)C)CC3)c(C)c2c1	2%[2.29 µM]
O=C(c1cc(-c2cccc3ccccc23)nc2ccccc12)N1CCN(CCO)CC1	2%
O=C1CCN(Cc2cccnc2)CCN1[C@H](CO)c1ccccc1	1%
O=C(CSc1nnc2ccccn12)NNC(=O)c1cccc(Cl)c1	0%
Clc1ccccc1CN1CCN(c2ncccn2)CC1	-6%
CCN(CC(=O)Nc1ccc(S(=O)(=O)N2CCCC2)cc1)Cc1ccccc1	2%
CC1(C)CC(NC(=O)c2cccc(F)c2)CC(C)(C)N1	41%[activator]
CC[N+]1(C)[C@@H]2CC[C@H]1CC(OC(=O)[C@H]1CCC(C(=O)OC3C[C@H]4CC[C@@H](C3)[N+]4(C)CC)(c3ccccc3)c3ccccc31)C2 (stereo partly drawn)	-10%
Cc1ccc(C(=O)NC(=S)NNC(=O)c2ccccc2)cc1	15%
Cc1cc2c(cc1S(=O)(=O)N(C)Cc1ccccc1)n(C)c(=O)c(=O)n2C	0%
CC1(C)Cc2cccc(OCC(=O)OCC(=O)c3ccccc3)c2O1	11%
COc1ccc(NC(=O)CCc2ccccc2)cc1S(=O)(=O)N1CCOCC1	-2%
CC(C)CC1Nc2ncnc(N3CCN(c4ccccn4)CC3)c2N(Cc2ccc(Br)cc2)C1=O (stereo not drawn)	-13%
Cc1ccc2c(c1)[C@H]1[C@H](CO2)[C@H](c2ccccc2)[C@]2(C)C(=O)Nc3cc(F)c(F)cc3C(=O)N12	-6%
CCOc1cc(/C=N/NC(=O)C(=O)N/N=C/c2ccc(O)c(OCC)c2)ccc1O	39%[activator]
CCCCCn1nc(C(=O)OCc2nc(N)nc(Nc3ccccc3)n2)c2ccccc2c1=O	-8%
COc1ccc(OC)c(S(=O)(=O)NCCCN2CCOCC2)c1	2%
COc1ccc(C)cc1N(CC(=O)NCCN1CCOCC1)S(=O)(=O)c1ccccc1	3%
C=CCOC(=O)C1=C(C)NC(=O)NC1c1ccc(OCC)cc1 (stereo not drawn)	5%
COc1ccccc1CNC(=O)COc1ccc(C)cc1	7%
Cc1ccc(S(=O)(=O)N2CCC3(CC2)OCCN3S(=O)(=O)c2c(C)cc(C)cc2C)cc1	2%
COCCCN(C(=O)CCSc1ccc(F)cc1)c1c(N)n(Cc2ccccc2)c(=O)[nH]c1=O	4%

Going on with the list:
SMILES	L3MBTL1 inh
C=CCn1c(SCC(=O)Nc2cccc(S(N)(=O)=O)c2)nc2sc(C)c(C)c2c1=O	-7%
N#Cc1cccc(NC(=O)CCN2C(=O)C3CCCCC3C2=O)c1 (stereo not drawn)	34%[activator]
COc1ccc(C(CNC(=O)COc2ccccc2)N2CCCCC2)cc1 (stereo not drawn)	1%
Cc1cc2[nH]c(=O)c(=O)[nH]c2cc1S(=O)(=O)NC1CCCCC1C (stereo not drawn)	4%
CCCCn1c(N)c(N(CCOC)C(=O)c2cccc(S(=O)(=O)N3CCCCCC3)c2)c(=O)[nH]c1=O	0%
O=C(NCc1ccccc1CN1CCCC1)c1ccc(OCc2cscn2)cc1	4%
Cc1nc(N)sc1-c1csc(Nc2cccc(O)c2)n1	-1%
O=C(COC(=O)c1c[nH]c2ccccc12)Nc1ccc([N+](=O)[O-])cc1	-9%
CCOC(=O)CCCCCC(=O)Nc1ccc2c(c1)CC(=O)N([C@@H](C)CO)C[C@H](C)[C@@H](CN(C)C(=O)Nc1ccc3c(c1)OCO3)O2	3%
COc1ccc(NS(=O)(=O)c2cccc(C(=O)NN=Cc3ccc(OC)c(O)c3)c2)cc1	-1%
c1ccc2c(C3CCO3)cccc2c1 (stereo not drawn)	5%
O=C(NCCN1CCOCC1)c1c(Cl)cccc1Cl	-5%[2.29 µM]
CCc1cc(Cn2nc(-c3ccccc3)cc2C(=O)NCc2cccs2)on1	0%
CCc1cccc(NC(=O)CCS(=O)(=O)c2cc3c(cc2C)NC(=O)CO3)c1	-1%
O=C(/C=C/c1c(F)cccc1Cl)NCc1ccc2c(c1)OCO2	-1%
Clc1cccc(CN2CCSCC2)c1Cl	-5%
Nc1c(C(=O)CSc2ccccn2)c(=O)[nH]c(=O)n1C1CC1	7%
Cc1ccc(NC(=O)CNC(=O)Cc2cccc3ccccc23)c(O)c1	-1%
Cc1cc(NC(=O)c2ccc(Cl)cc2Cl)n(-c2ccccc2)n1	6%
CCCN1CCC(=O)N([C@H](COc2ccccc2)CC(C)C)CC1	8%
COc1ccc(-n2c(-c3ccc(OC)c(OC)c3)n[nH]c2=S)cc1	0%
COc1ccc(C(=O)NC(=O)COC(=O)CCS(=O)(=O)c2ccc(C)cc2)cc1	1%
CC[C@@H](C)[C@@H]1CN([C@@H](CN2CCC[C@H]2CN2C(N)=NC[C@H]2C(C)C)C(C)C)C(=N)N1CCCC1CCCC1	-1%
COC(=O)c1ccc(COC(=O)C(NC(=O)Cc2ccccc2)C(C)C)cc1 (stereo not drawn)	-2%
Cc1ccc(C2=NN(S(=O)(=O)c3ccccc3)C(c3ccco3)C2)cc1 (stereo not drawn)	-8%

Three of the compounds above, with values ahead of the structure.
L3MBTL1 inh | compound
4% | COC(=O)[C@@]1(C)[C@H]2C(=O)N(C)C(=O)[C@H]2[C@H]2CN(C)C(=NC3CCCCC3)N21
0% | COc1ccc(-n2c(-c3ccc(OC)c(OC)c3)n[nH]c2=S)cc1
2% | Cc1ccc(S(=O)(=O)N2CCC3(CC2)OCCN3S(=O)(=O)c2c(C)cc(C)cc2C)cc1

Other records.
SMILES	L3MBTL1 inh
Cc1ccc(CN2[C@@H](c3ccccc3)COCCS2(=O)=O)cc1	7%
COc1cccc(COC(=O)CCNC(=O)c2ccc(Br)cc2)c1OC	-2%
O=C(Nc1cccc(S(=O)(=O)N2CCOCC2)c1)C1CCN(S(=O)(=O)c2ccccc2)CC1	0%
Brc1ccc(CNc2ccc3ncccc3c2)cc1	15%
COC(=O)c1ccc(CNC(=O)COC(=O)CCN2C(=O)C3CC=CCC3C2=O)cc1 (stereo not drawn)	1%
O=C(c1ccc(-c2cccc(C(F)(F)F)c2)o1)N1CCN(c2ccccc2)CC1	-7%
O=[N+]([O-])c1cc([N+](=O)[O-])c(Oc2cc(F)cc(F)c2)cc1NN1CCCCC1	-2%
O=C(NCc1ccccc1C(F)(F)F)c1cccc2c1C(=O)c1ccc(N3CCOCC3)cc1S2(=O)=O	-4%
COc1ccccc1NC(=O)CSc1nc(=O)n(CCN(C)C)c2c1CCCC2	8%
CCCCn1c(N)c(N(CCOC)C(=O)c2cccc(N3C(=O)c4ccccc4C3=O)c2)c(=O)[nH]c1=O	-2%
CN1C(=O)[C@H]2[C@@H](c3ccc(F)cc3)N3C(=O)c4ccccc4NC(=O)[C@@]3(C)[C@H]2C1=O	3%
CCN1C(=O)[C@H]2[C@@H](c3ccc(-c4ccccc4)cc3)N[C@@](Cc3ccccc3)(C(=O)OC)[C@H]2C1=O	0%
CC(C(=O)N(C)C)N1c2cccc3cccc(c23)S1(=O)=O (stereo not drawn)	-1%[2.29 µM]
O=C(OCC(=O)N1CCC(Cc2ccccc2)CC1)c1ccccc1NCCO	10%

Bioassay records (PubChem)
